Source: PubChem
esBAF inh – inhibitors of esBAF chromatin remodeling in mouse ES cells; Bmi1-luciferase knock-in reporter, 24 h; 100% = twice the neutral-well signal; reporter increase, % at 12.5 µM; actives 2% (n = 350,000); AID 602393; in the data active = activation above about 40%;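 note: 0% = median of the plate's neutral control wells and 100% = double that signal; a rise in the Bmi1 reporter signal indicates esBAF inhibition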
ERAP1 HTS inh – blocks human ERAP1 aminopeptidase activity | Q9NZ08 | recombinant ERAP1, Leu-AMC fluorescence, 60 min | inhibition, % at 10.7 µM | actives 0.15% (n = 340,000) | AID 652197;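 active = mean replicate inhibition of at least 30%, or all replicates individually reaching that 30% level; inactive = mean below 30% and not every replicate reaching it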;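 note: 0% = neutral control wells and 100% = L-leucinethiol positive control wells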
RAD54 branch – blocks human RAD54 Holliday junction branch migration. FAM/BHQ fluorescence. inhibition, % at 10.4 µM. actives 0.14% (n = 360,000);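 active = mean normalized replicate activity at least 40 and at least half of replicates scoring 40 or more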;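 note: 0% = median of neutral control wells and 100% = median of positive control wells; inhibitors cause a drop in the FAM fluorescence signal; in these data hits start at about 50%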
Target sequence (Q92698 whole entry, looked up): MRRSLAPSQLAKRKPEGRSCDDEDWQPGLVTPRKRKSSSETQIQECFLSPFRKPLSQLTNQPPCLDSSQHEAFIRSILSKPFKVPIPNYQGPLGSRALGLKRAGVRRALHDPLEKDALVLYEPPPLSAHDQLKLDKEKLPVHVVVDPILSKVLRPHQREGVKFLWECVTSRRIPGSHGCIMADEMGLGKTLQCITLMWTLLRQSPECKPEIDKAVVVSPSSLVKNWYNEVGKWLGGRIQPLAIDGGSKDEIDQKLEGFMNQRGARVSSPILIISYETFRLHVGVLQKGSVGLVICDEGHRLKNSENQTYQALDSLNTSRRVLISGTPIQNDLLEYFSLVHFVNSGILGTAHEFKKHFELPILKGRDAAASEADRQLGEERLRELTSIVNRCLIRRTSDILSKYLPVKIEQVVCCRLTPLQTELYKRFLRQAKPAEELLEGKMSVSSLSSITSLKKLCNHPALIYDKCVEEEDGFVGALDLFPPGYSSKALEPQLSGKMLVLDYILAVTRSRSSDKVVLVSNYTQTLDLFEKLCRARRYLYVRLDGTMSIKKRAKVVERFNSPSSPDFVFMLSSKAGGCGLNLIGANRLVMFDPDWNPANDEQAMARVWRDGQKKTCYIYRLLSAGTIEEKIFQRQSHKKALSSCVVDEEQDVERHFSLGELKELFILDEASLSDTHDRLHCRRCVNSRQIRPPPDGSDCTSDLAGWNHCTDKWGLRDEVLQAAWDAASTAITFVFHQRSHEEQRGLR
ARNT TACC3 PPI – disrupts binding between human ARNT and TACC3. inhibition, % at 9.99 µM. AlphaScreen His-ARNT PAS-B/GST-TACC3 binding, luminescence; TACC3 fragment carries E629A point mutation. Q9Y6A5. actives 0.66% (n = 390,000);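 active = mean inhibition of replicates at least 50% and at least half of replicates each reaching 50%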;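 note: 0% = complete ARNT plus TACC3 wells and 100% = ARNT alone without TACC3; many hits fall short of the cut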
F508del corr – correctors of CFTR F508del function in bronchial epithelial cells. CFBE cells, YFP halide quenching; stimulated with forskolin plus potentiator P3; % fluorescence drop versus neutral controls. activity (quench increase), % at 7.58 µM. actives 0.36% (n = 350,000);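 active = mean added fluorescence quench of at least 8% versus neutral control, with both replicates also reaching 8%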;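 note: cells transiently co-express mutant CFTR-F508del with the halide-sensitive YFP; corrector assay measuring rescue of mutant channel to the surface after 24 h compound exposure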
RAD52 anneal inh – inhibitors of human RAD52 DNA annealing | inhibition, % at 18.7 µM | actives 0.46% (n = 360,000) | P43351 | recombinant RAD52 DNA annealing, FRET fluorescence;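 active = every replicate showing at least 50% inhibition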
INS-1E GSIS act – GLuc luminescence reporter in INS-1E cells, primary screen for activators of glucose-dependent secretion of insulin. INS-1E GLuc reporter insulin secretion, 2-3 h. activation, % at 16.6 µM. actives 0.61% (n = 370,000). AID 743287;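 active = lowest replicate activation of at least 40%, so every replicate reaches that level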;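 note: 0% = median of neutral control wells and 100% = median of IBMX positive control wells; some compounds called inactive have numbers as strong as hits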
XiGFP reactiv – X-chromosome reactivation activator; XiGFP mouse fibroblasts, % GFP-positive cells imaging, 3 d; cells co-treated with 5-aza-dC sensitizer; scaled so ellipticine positive control = 100%; activation, % at 7.58 µM; actives 0.055% (n = 360,000);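 active = mean normalized replicate activation at least 10% and every replicate at or above 10%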;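 note: 0% = median of on-plate neutral control wells and 100% = ellipticine 6 µM median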
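System: 68-5-11 XiGFP fibroblast line | Buffer or medium: DMEM containing 5-aza-dC | Compound: Single point | Times: Compounds 3 days, fix/stain 15 min at room temperature | Benchmarks: Positive control ellipticine, 6 µM final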
Starred values were filed as active, the others as inactive; nt = not tested or not shown; & = joins results of further samples.

SMILES	esBAF inh	ERAP1 HTS inh	RAD54 branch	ARNT TACC3 PPI	F508del corr	RAD52 anneal inh	INS-1E GSIS act	XiGFP reactiv
COc1cc(OC)c(NC(=O)C2CCN(S(=O)(=O)c3ccc4c(c3)CC(C)N4C(C)=O)CC2)cc1Cl (stereo not given)	-7	3	-9	6	5.0	-9	-9	0.0
Cc1cc2nnc(SCC(=O)NCC(c3ccccc3)N(C)C)n2c2ccccc12 (stereo not given)	-7	0	19	5	-2.8	-2	4	0.3
C[C@H]1CN([C@@H](C)CO)C(=O)c2cc(NS(=O)(=O)c3ccc(Cl)cc3)ccc2O[C@H]1CN(C)S(=O)(=O)c1cccs1	-2	-2	3	-6	1.7	-1	-7	-0.1
COc1ccc2c3c(n(C)c2c1)[C@H](CO)N(C(=O)NC(C)C)CC31CCN(CC2CCCCC2)CC1	nt	-1	nt	nt	1.2	5	17	0.3
Cc1cnc(NC(=O)Cc2ccccc2F)s1	0	-4	-4	-5	-1.8	-5	0	0.0
COc1ccc(CNC(=O)/C=C/c2ccc(OCCCF)cc2)cc1OC	2	nt	8	3	nt	nt	4	nt
O=S(=O)(c1ccccc1)N1C[C@H]2[C@@H](c3ccccc31)[C@@H](CO)N2Cc1ccccc1	-1	1	0	2	1.5	-118	-1	0.0
O=C(Cn1c2ccc(F)cc2c2nc3n(c(=O)c21)CCS3)NC1CCCC1	10	-4	4	-4	-0.5	-4	6	0.1
CC(C)=CCC[C@](C)(OC1OC(COC2OCC(O)C(O)C2O)C(O)C(O)C1O)C1CC[C@]2(C)C1C(O)CC1[C@@]3(C)CCC(O[C@@H]4O[C@H](CO)C(O)C(O)C4O[C@@H]4OC(CO)C(O)C(O)C4O)C(C)(C)C3CC[C@]12C (stereo not given in full)	-1	nt	-12	3	2.4	22	7	0.0
CC(=O)Nc1ccc(S(=O)(=O)N2CCC(C(=O)O)CC2)cc1	5	1	5	-5	-2.1	-7	24	0.1
CC(O)(c1cccc(F)c1)c1nc(-c2ccncc2)cs1 (stereo not given)	-15	2	3	nt	-2.5	-20	-18	0.0
Cc1cc(C)nc(N(C#N)Cc2ccccc2Cl)n1	-4	0	-3	-19	1.8	-9	14	0.1
CN(Cc1ccc(OC(F)F)cc1)C(=O)/C=C/c1ccc(S(=O)(=O)N2CCOCC2)cc1	-10	0	-3	2	-2.9	9	-17	-0.1
O=C(Nc1sc2c(c1C(=O)NCC(O)CO)CCCC2)c1ccccc1 (stereo not given)	nt	1	nt	-18	2.4	-11	7	0.0
CCC(C)(C)NC(=O)C1CCCN(S(=O)(=O)c2ccc3c(c2)CC(C)N3C(=O)C2CC2)C1 (stereo not given)	-9	-1	-5	0	1.8	-8	-12	0.2
O=C1c2ccccc2C(=O)N1CC(O)CNc1ccc(Br)cc1 (stereo not given)	nt	0	-1	-2	nt	-18	nt	0.0
COc1ccc(/C=N/NC(=O)c2cc(-c3ccccc3)nc3ccccc23)c(C(=O)O)c1OC	1	0	-1	-3	-4.2	-8	-4	0.1
COC(=O)c1nn(-c2ccc(OC)cc2)c(=O)c2c(N)sc(C)c12	nt	-5	nt	9	nt	-11	-6	0.2
CC(C)(C)C1CCc2c(C(=O)NNC(=O)CCCC(=O)O)csc2C1 (stereo not given)	-6	nt	-2	-3	nt	nt	9	-0.1
COc1ccc(CC(=O)NC(=S)Nc2cccc(CO)c2)cc1	7	-1	-17	nt	-0.1	-12	24	0.0
CC(/C=C/c1ccccc1F)=N\NC(=O)c1ccccc1	nt	3	nt	2	-0.2	-34	20	-0.2
CN(C)C(=O)c1cccc(-c2ccccc2[C@@H]2[C@@H](CO)N(C(=O)C3CCCC3)[C@H]2C#N)c1	nt	2	nt	nt	0.5	-2	0	0.2
Cc1ccc(S(=O)(=O)N2CCOCC2)cc1C(=O)N1c2ccccc2Sc2ccccc21	-1	nt	3	4	nt	nt	-37	nt
C[C@@H]1CN([C@H](C)CO)C(=O)c2cc(NC(=O)Nc3ccc4c(c3)OCO4)ccc2O[C@@H](C)CCCCO[C@H]1CN(C)S(C)(=O)=O	16	-2	-12	6	0.2	-3	-11	0.0
Cc1ccc(S(=O)(=O)NC2CC2)s1	-5	1	4	-3	2.6	-12	17	0.0
COc1ccc2c3c([nH]c2c1)[C@@H](CO)N(C(=O)NC1CCCC1)CC31CN(C(=O)Nc2cccc(F)c2)C1	nt	4	nt	nt	1.6	6	3	0.0
CCCCOc1ccc(C(=O)Nc2ccc(S(=O)(=O)Nc3onc(C)c3C)cc2)cc1	-2	3	-9	-5	1.1	-3	7	-0.1
C[C@@H](NC(=O)[C@@H]1N[C@@H]2c3ccc(C4=CCCCC4)c(=O)n3C[C@@H]2[C@H]1CO)c1ccccc1	-3	3	-1	9	0.7	-15	-3	0.1
O=C(OCC(=O)N1CCN(c2ccccc2)CC1)c1cccs1	nt	-3	-5	6	-1.9	-3	-2	-0.1
C[C@H]1CN([C@@H](C)CO)C(=O)c2cc(NC(=O)Nc3ccccc3)ccc2O[C@H]1CN(C)Cc1ccncc1	-2	0	2	1	-3.8	-17	4	0.5
COc1ccc(NC(=O)c2cc(C3CCCCN3S(C)(=O)=O)on2)c(C)c1 (stereo not given)	-3	-1	3	nt	1.9	0	8	-0.1
N#Cc1ccc(Cl)cc1NC(=O)CNc1cccc(S(=O)(=O)N2CCCC2)c1	6	-1	0	-9	3.2	-34	-14	0.0
O=C(CSc1ccc2nnc(-c3cccnc3)n2n1)c1ccccc1	nt	9	nt	nt	nt	-9	10	0.0
O=C(Cc1ccccn1)N[C@@H]1C=C[C@@H](CC(=O)N2CCCCC2)O[C@@H]1CO	3	-1	0	-3	1.1	-9	-3	-0.3
CSc1nc2c(c(=O)[nH]c(=O)n2C)n1Cc1ccc(Cl)cc1	7	1	-13	-5	3.1	-2	4	0.0
C[C@@H]1CN([C@@H](C)CO)C(=O)Cc2cc(NS(=O)(=O)c3cccs3)ccc2O[C@@H]1CN(C)Cc1ccc2c(c1)OCO2	3	-1	-7	1	2.4	-6	20	-0.1
CN(C[C@H]1N[C@@H](CO)[C@H]1c1ccc(C2=CCCC2)cc1)S(C)(=O)=O	-13	0	0	8	-2.9	-40	-5	0.2
O=C(CSc1cccc[n+]1[O-])Nc1ccc2c(c1)OCO2	nt	-3	nt	1	1.3	4	8	0.0
CN(C(=O)COc1ncnc2ccc(Br)cc12)C1CCCCC1	3	-6	-9	nt	-3.0	-11	-1	0.3
COc1ccc(NC(=O)Cc2nnc(SCC(=O)NC3CCCCC3)n2C)cc1	0	2	-1	2	0.1	-15	-1	0.0
O=C(CN1C(=O)COc2ccccc21)Nc1ccccc1F	0	-4	-11	-2	1.1	-17	1	0.1
CO[C@H]1CN(C)C(=O)c2ccc(NC(C)=O)cc2OC[C@@H](C)NC[C@H]1C	-7	-1	3	0	1.4	3	-2	0.5
CC1(NC(=S)Nc2ccc3ccccc3c2)CCS(=O)(=O)C1 (stereo not given)	nt	5	-6	-4	-3.0	-12	-4	-0.1
C=CCOc1ccc(/C=N\NC(N)=S)cc1	39	nt	11	7	nt	nt	-9	0.0
O=c1c2ccccc2ncn1CCCOc1ccccc1[N+](=O)[O-]	62*	nt	6	5	nt	nt	-3	nt
CCc1ccc2c(CN3CCOCC3)cc(=O)oc2c1	1	3	14	nt	-2.5	5	4	0.4
Cc1ccc(-c2noc(-c3ccccc3C(=O)N3CCN(C)CC3)n2)cc1	64*	nt	-5	0	nt	nt	7	nt
C[C@@H]1CN([C@@H](C)CO)C(=O)c2cc(-c3cncnc3)cnc2O[C@@H]1CN(C)Cc1ccccc1	nt	3	nt	nt	-0.5	-2	21	-0.2
Cc1cc(C(=O)Nc2cccc3c2O[C@H](CN(C)C(=O)Nc2ccc4c(c2)OCO4)[C@H](C)CN([C@H](C)CO)C3=O)n(C)n1	0	1	-25	0	0.7	12	2	-0.7
Clc1nc(Oc2ccccc2)nc(-c2cn(-c3ccccc3)c3ccccc23)n1	0	5	nt	-8	2.1	5	-42	0.7

Next section.
SMILES	esBAF inh	ERAP1 HTS inh	RAD54 branch	ARNT TACC3 PPI	F508del corr	RAD52 anneal inh	INS-1E GSIS act	XiGFP reactiv
COc1ccccc1NC(=O)N(C)C[C@@H]1OCc2cnnn2CCCC(=O)N([C@H](C)CO)C[C@H]1C	-13&-2&1	1&-1	0&6	-1	0.2&3.2&-0.5	-5&3	-6	0.1&-0.1
C[C@@H]1CCCCO[C@H](CN(C)Cc2ccc(C(F)(F)F)cc2)[C@@H](C)CN([C@H](C)CO)C(=O)c2cc(NS(C)(=O)=O)ccc2O1	-3	nt	2	-4	-0.7	nt	5	-0.1
COc1ccc(-c2ccnc(SCC(=O)c3ccc(Cl)cc3)n2)cc1	nt	-1	nt	-68	nt	-3	nt	-0.1
c1ccc(Cn2c(-c3ccccc3)nc3nc4ccccc4nc32)cc1	12	nt	1	nt	nt	nt	-11	1.0
O=C(NCCCN1CCOCC1)c1cc(-c2cccc(Br)c2)nc2ccccc12	nt	1	2	12	2.4	-16	3	-0.1
Cc1csc(/C(=N/OC(=O)c2ccco2)C(N)=O)n1	0	0	-15	10	1.3	3	5	-0.2
O=C(C[C@@H]1C=C[C@H](NC(=O)c2ccccn2)[C@H](CO)O1)NCc1cc(F)cc(F)c1	-5	nt	-2	5	2.8	-16	-2	0.2
COC(=O)[C@H]1[C@H](CO)[C@H]2Cn3c(ccc(-c4ccccc4)c3=O)[C@H]2N1C(=O)C1CC1	-1	0	3	6	-3.1	3	5	-0.1
COCC(C)n1c(SCC(=O)Nc2oc(C)c3c(C)n[nH]c(=O)c23)nc2ccccc2c1=O (stereo not given)	5	0	-6	-5	-0.1	-8	19	0.0
COc1ccc(C(=O)N[C@H](C(=O)NCc2cccs2)C(C)C)cc1	nt	nt	nt	-13	-1.5	-10	2	0.5
CCC(=O)c1ccc(OCC(=O)N2CCc3cc(OC)c(OC)cc3C2)cc1	nt	6	7	nt	nt	-2	-8	nt
Cc1cccc(-c2nc(CNC(=O)c3ccco3)cs2)c1	nt	-2	-1	nt	2.0	-5	-8	0.0
CCN1CCN(C(c2cccs2)C(C)NS(=O)(=O)c2ccccc2)CC1 (stereo not given)	-2	-2	-2	-3	-0.4	-7	nt	0.3
O=C(CCC1CCCC1)N[C@@H](Cc1ccc(O)cc1)C(=O)O	4	-1	6	-6	-0.6	-4	-2	0.0
CCOC(=O)CNC(=O)CSc1nnc(CCc2nc3ccccc3[nH]2)n1C	-10	nt	-2	0	0.5	-14	-2	0.2
C/C=C/c1ccc2c(c1)O[C@H](CN(C)C(=O)Cc1ccccc1)[C@H](C)CN([C@H](C)CO)S2(=O)=O	0	-2	2	-7	-0.2	-1	-22	0.9
CC(C)CC(c1nnnn1C1CCCC1)N1CCN(c2ccccc2F)CC1 (stereo not given)	-4	nt	-6	-6	nt	nt	-12	nt
CC(=O)N(C)C[C@@H]1Oc2ncc(-c3cccnc3)cc2C(=O)N([C@@H](C)CO)C[C@H]1C	-6	0	-12	-4	-0.2	-3	3	0.1

An excerpt from above with just esBAF inh:
mol	esBAF inh
C[C@@H]1CN([C@@H](C)CO)C(=O)Cc2cc(NS(=O)(=O)c3cccs3)ccc2O[C@@H]1CN(C)Cc1ccc2c(c1)OCO2	3
CN(C[C@H]1N[C@@H](CO)[C@H]1c1ccc(C2=CCCC2)cc1)S(C)(=O)=O	-13
